CHT PAM – allosteric activators of human choline transporter CHT; 310,000 tested, 0.49% active; AID 488977; B-score at 10 µM; Q9GZV3; CHT-expressing cells, membrane potential dye, choline EC20; stronger effect = higher value; LV-AA mutant CHT in HEK293 cells;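 active = initial fluorescence not abnormally high and integrated response B-score, plate-corrected, over 3 SD above library mean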
Target sequence (Q9GZV3 whole entry, looked up): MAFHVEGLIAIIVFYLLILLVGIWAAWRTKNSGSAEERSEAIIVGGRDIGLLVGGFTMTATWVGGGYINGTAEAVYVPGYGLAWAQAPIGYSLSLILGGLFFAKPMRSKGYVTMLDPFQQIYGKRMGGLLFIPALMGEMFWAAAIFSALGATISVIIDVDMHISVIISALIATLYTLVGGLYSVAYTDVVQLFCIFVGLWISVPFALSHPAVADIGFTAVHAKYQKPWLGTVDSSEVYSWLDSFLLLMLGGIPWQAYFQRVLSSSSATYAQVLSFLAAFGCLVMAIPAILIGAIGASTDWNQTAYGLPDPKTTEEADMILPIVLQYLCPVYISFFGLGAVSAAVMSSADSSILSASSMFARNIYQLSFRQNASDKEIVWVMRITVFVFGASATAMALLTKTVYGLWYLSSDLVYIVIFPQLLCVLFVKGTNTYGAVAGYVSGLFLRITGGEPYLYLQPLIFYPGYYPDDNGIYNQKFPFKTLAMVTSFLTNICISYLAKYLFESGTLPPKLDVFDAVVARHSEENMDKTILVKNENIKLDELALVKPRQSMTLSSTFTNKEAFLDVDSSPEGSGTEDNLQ
CHT inh – inhibitors of human choline transporter CHT. 310,000 tested, 0.86% active. CHT-expressing cells, membrane potential dye, choline response; stronger effect = lower value. Q9GZV3. AID 488975. B-score at 10 µM;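 active = B-score over 3 SD under the library average, and starting fluorescence ratio not unusually high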;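 also: choline stimulus applied at its EC90 after an EC20 pre-addition; B-score computed on integrated fluorescence ratio after choline addition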
* marks the source's active call; other numbers are inactive results; i = inactive. Compounds were not picked by outcome. About 1.5% of those tested had a hit in this group.

Compound | CHT PAM | CHT inh
O=C(Nc1ccccc1)C1=C[C@H](c2ccccc2)C[C@H](OCc2ccc(CO)cc2)O1 | i | i
COc1ccc(CCNC(=O)CN(c2ccc(OC)c(OC)c2)S(=O)(=O)c2ccccc2)cc1OC | i | i
CCc1cc2c(=O)c(-c3ccc(F)cc3)c(C(F)(F)F)oc2cc1OCC(=O)O | i | i
CCn1c(C(=O)NCCCN2CCc3ccccc3C2)cc2sccc21 | i | i
Cc1ccc(S(=O)(=O)N2CCN(c3cnn(C)c(=O)c3Cl)CC2)cc1 | i | i
O=C(CSc1nnc(Cc2ccccc2)o1)NC1CC2CCC1C2 (stereo not given) | i | i
COC(=O)c1ccccc1NC(=O)COC(=O)CO/N=C(\C)c1ccc2c(c1)OCO2 | i | i
Clc1cccc(NCc2nnc3n2CCCCC3)c1 | i | i
Cc1cc(O)cc(O)c1C(=O)Cc1cnn(-c2ccccc2)c1 | i | i
COC(=O)C1(C)NC(=O)c2ccccc2N1 (stereo not given) | i | i
CC(C)c1ccc(CN2CC(C(=O)Nc3ccccc3)CC2=O)cc1 (stereo not given) | i | i
S=c1[nH]nc(-c2ccccc2)o1 | i | i
Cc1ccc(NS(=O)(=O)c2ccc(C3CCCCC3)cc2)cc1 | i | i
O=C(Oc1ccccc1C(=O)Nc1ccccc1)c1ccccc1Br | i | i
CCOc1ccc(C(=O)N/N=C/c2cccc3cccnc23)cc1 | i | i
COC(=O)c1cc(OC)c(OC)cc1NC(=O)c1c(-c2ccccc2Cl)noc1C | i | i
Cc1nc(NC(=O)c2cc(-n3cnnc3)ccc2Cl)ccc1Br | i | i
Cc1nc(C(F)(F)F)ccc1C(=O)Nc1ccccc1N1CCOCC1 | i | i
N=C1C(=O)OCC1c1cc(Cl)ccc1NC(=O)Nc1ccccc1 (stereo not given) | i | i
CC1CN(C(=O)c2c(Br)cnn2C)CC(C)O1 (stereo not given) | i | i
O=C(NC1CCN(C(=O)Nc2ccccc2Cl)CC1)c1ccccc1 | i | i
C=CCOc1ccc(/C=C/C(=O)OCC(=O)NCC2CCCO2)cc1 (stereo not given) | i | i
Cc1ccc(N(CC(=O)N2CCN(C3CCCCC3)CC2)S(=O)(=O)c2cccnc2)cc1 | i | i
Cc1cc(C(=O)COc2ccc(F)cc2Br)c(C)n1C | i | i
Cc1c2cnn(CC(=O)NCCCN3CC(C)CC(C)C3)c(=O)c2c(C)n1Cc1ccc(Cl)cc1 (stereo not given) | i | i
O=C(O)c1cc(Cl)c2c(c1)OCO2 | i | i
CC1=C/C(=C\c2ccc3c(c2)OCO3)C(=O)S1 | i | i
O=C(CCn1c(SCC(=O)c2ccccc2)nc2ccccc2c1=O)NCc1ccc(F)cc1 | i | i
COC(=O)CNC(=O)CNC(=O)Nc1ccccc1 | i | i
COc1ccccc1C(=O)NC(=O)COC(=O)C1CC1C (stereo not given) | i | i
COc1ccc2[nH]c(=O)c(CNc3ccccc3C)cc2c1 | i | i
Oc1ccc2ccccc2c1C1Nc2cccc3cccc(c23)N1 | i | i
COc1ccc(C)cc1S(=O)(=O)NCC(c1ccc2c(c1)OCO2)N1CCN(C)CC1 (stereo not given) | i | i
Cc1ccc2sc(N(CCCN(C)C)C(=O)c3nc4ccccc4s3)nc2c1C | i | i
Cc1ccc2oc(=O)c3cnn(CC(=O)N(Cc4ccco4)C4CCCCC4)c3c2c1 | i | i
CCCCN(CC)C(=O)Cc1c(C(=O)O)[nH]c2ccc(Cl)cc12 | i | i
CCCCN(C)C(=O)c1c[nH]c2ccc(S(=O)(=O)N3CCOCC3)cc2c1=O | i | i
CN(C)C(=O)c1ccc(NC(=O)CN2CCc3cc4c(cc3C2)OCCCO4)cc1 | i | i
COc1ccc2oc(=O)c(NC(=O)C3CCCCC3)cc2c1 | i | i
CCN(CC)c1ccc(NC(=S)NC(=O)Cc2ccccc2)cc1 | i | i
Cc1ccc2nc(C)c(C(=O)N/N=C/c3cccs3)n2c1 | i | i
O=C1COc2cc(ccc2[N+](=O)[O-])Oc2ccc(cc2Cl)C(=O)CCCCO1 | i | i
O=C(CCN1C(=O)/C(=C/c2ccc(F)cc2)SC1=S)Nc1cccnc1 | i | i
CCOc1ccc(N2C(=O)CC(NCCNc3ccc(C(=O)c4cccs4)cc3)C2=O)cc1 (stereo not given) | i | i
O=C(Cc1n[nH]c(=O)c2ccccc12)N/N=C/c1cc2c(cc1Cl)OCO2 | i | i
CC1CCN(C(=O)c2cc(Cl)ccc2NC(=O)c2ccco2)CC1 | i | i
O=C(CCC(=O)NNC(=O)c1ccc([N+](=O)[O-])cc1)NCc1ccccc1 | i | i
CCCOc1ccc(C2c3c(oc4ccccc4c3=O)C(=O)N2CCN(CC)CC)cc1OC (stereo not given) | i | i
O=C(Nc1ccccc1)Nc1nc(-c2ccc(Cl)cc2)cs1 | i | i
Cc1ccc(NC(=O)C2CCN(S(C)(=O)=O)CC2)cc1Cl | i | i
CCc1ccc(-c2cc(C(=O)O)c3ccccc3n2)s1 | i | i
CC(c1nc2ccccc2n1Cc1ccccc1)N1CCCCC1 (stereo not given) | i | i
Clc1ccc(OCCOCCNCc2ccccc2)cc1Cl | i | i
COc1cccc(C(=O)N(CN2CCCC2=O)c2cccc(Cl)c2)c1OC | i | i
CC1(OC(=O)c2ccc(Cl)nc2)C(=O)C=C2C=C(C3CC3)OC=C2C1=O (stereo not given) | i | i
O=C(NCc1ccco1)C1CCCN(S(=O)(=O)c2cccc3nonc23)C1 (stereo not given) | i | i
CCc1ccc(-c2nc(CS(=O)CC(=O)NCCN3CCCCCC3)c(C)o2)cc1 (stereo not given) | i | i
Cc1nnc(C)c2c(C)n(-c3ccccc3N)c(C)c12 | i | i
CC(=O)Nn1cnc2c(c1=O)C1(CCCCC1)Cc1ccccc1-2 | i | i
O=C(CSc1nc2ccc([N+](=O)[O-])cc2[nH]1)c1ccc(Cl)cc1 | i | i

The results go on.
Compound | CHT PAM | CHT inh
CN(C)/C=C/C(=O)c1nn(-c2ccc(F)cc2)ccc1=O | i | i
COc1cc(/C=N/NC(=O)c2csc3c2CCCC3)ccc1OCCN1CCOCC1 | i | i
Nc1nc(SCc2ccc(Cl)cc2Cl)n[nH]1 | i | i
CC(=O)c1c(COC(=O)c2ccc(F)cc2)nc2ccccc2[n+]1[O-] | i | i
CCN(CC)C(=S)SCC(=O)Nc1ccc(S(N)(=O)=O)cc1 | i | -5.6*
O=C(N/C(=C/c1ccc(F)cc1)C(=O)N1CCCCC1)c1ccco1 | i | i
CC(=O)Oc1ccc(N2C(=O)C3C4C=CC(CO)(O4)C3C2=O)cc1 (stereo not given) | i | i
O=C(NCc1cccnc1)C1CC(c2ccc(Cl)c(Cl)c2)=NO1 (stereo not given) | i | i
Oc1c(C=Nc2cccnc2)sc2ccccc12 | i | i
CCOC(=O)c1c(C)[nH]c(C(=O)COC(=O)[C@H](C)NC(=O)c2ccccc2Cl)c1C | i | i
Cc1cc(C)cc(N(CC(=O)N2CCCC2)S(C)(=O)=O)c1 | i | i
COC(=O)N/N=C/c1cccc(OCCSc2ccc(Cl)cc2)c1 | i | i
CCn1c(C)nc2cc(NC(=O)Nc3cccc(C(C)=O)c3)ccc21 | i | i
O=C(CCc1ccccc1)Oc1ccccc1[N+](=O)[O-] | i | i
O=[N+]([O-])c1cccc(S(=O)(=O)Nc2ccc(-c3ccc(N4CCOCC4)nn3)cc2)c1 | i | i

Filtered by structure, the entries above containing a thiophene ring, fused or not (6)
Compound | CHT PAM | CHT inh
CCn1c(C(=O)NCCCN2CCc3ccccc3C2)cc2sccc21 | i | i
Cc1ccc2nc(C)c(C(=O)N/N=C/c3cccs3)n2c1 | i | i
CCOc1ccc(N2C(=O)CC(NCCNc3ccc(C(=O)c4cccs4)cc3)C2=O)cc1 (stereo not given) | i | i
CCc1ccc(-c2cc(C(=O)O)c3ccccc3n2)s1 | i | i
COc1cc(/C=N/NC(=O)c2csc3c2CCCC3)ccc1OCCN1CCOCC1 | i | i
Oc1c(C=Nc2cccnc2)sc2ccccc12 | i | i

Carrying on.
Compound | CHT PAM | CHT inh
COc1cccc(C2c3[nH]c4ccccc4c3CCN2Cc2cnc(C)s2)c1OC (stereo not given) | i | i
Cc1cc(C)n(CC(=O)Nc2cccc(C(F)(F)F)c2)n1 | i | i
Cc1cc(C)n(CC(O)COc2ccccc2C)n1 (stereo not given) | i | i
COc1ccccc1C(=O)NNC(=O)C1CCN(C(=O)OC(C)(C)C)CC1 | i | i
COc1cccc(NC(=O)COc2ccccc2)c1 | i | i
O=C(Nc1ccc(S(=O)(=O)N2CCCC2)cc1)c1cccs1 | i | i
Cc1cc(Cn2nc(-c3ccccc3)cc2C(=O)NCc2cccc(Br)c2)on1 | i | i
Nc1ccccc1SCc1ccccc1 | i | i
O=C(Nc1ccn(Cc2c(F)c(F)c(F)c(F)c2F)n1)c1cccc(Cn2cc([N+](=O)[O-])cn2)c1 | i | i
CCC(C)c1ccccc1NC(=O)C1CCCO1 (stereo not given) | i | i
N#Cc1c(N2CCOCC2)nsc1-c1ccc(C(F)(F)F)cc1 | i | i
CCCN1CCN(CCNC(=O)Nc2ccccc2Cl)CC1 | i | i
CCn1cc(C(=O)NCc2ccncc2)c(=O)c2cc(F)c(N3CCN(C(=O)c4ccco4)CC3)cc21 | i | i
CCOC(=O)/C=C1\SCC(=O)N1CC(=O)Nc1cccc(F)c1 | i | i
COCCCN(C(=O)Cc1csc(-c2cccc(Cl)c2)n1)c1c(N)n(Cc2ccccc2)c(=O)[nH]c1=O | i | i
CC1CCN(CC(=O)Nc2cccc([N+](=O)[O-])c2)CC1 | i | i
CC(C)(C)NC(=O)c1ccc2c(c1)N(CC(=O)N1CCCC1)C(=O)C(C)(C)O2 | i | i
O=C(NC1CC2CCCC(C1)N2Cc1ccc(F)cc1)c1ccc(F)cc1 (stereo not given) | i | i
CC(NC(=O)c1ccc(OC2CCN(C(=O)c3cccnc3)CC2)cc1)C1CC1 (stereo not given) | i | i
Cc1ccc(CNC(=O)C2CCN(S(=O)(=O)c3c(C)noc3/C=C/c3ccco3)CC2)cc1 | i | i
O=c1[nH]ncc(N2CCCC2)c1Cl | i | -10*
Cc1cc(C)n(CC(=O)N/N=C/c2ccccn2)n1 | i | i
Cc1ccc(CC(=O)N2CCN(C(=O)c3ccco3)CC2)cc1 | i | i
O=C(N/N=C/C1=C(N2CCOCC2)C(=C\c2ccccc2)/CC1)Nc1ccccc1 | i | i
Cc1cc(C)c(C)c(S(=O)(=O)NCC(=O)NCc2ccco2)c1C | i | i
Cn1c2ccccc2c2nnc(SCc3nnc(-c4ccccc4)o3)nc21 | i | i
O=C(COC(=O)CCc1nc2ccccc2c(=O)[nH]1)Nc1ccccc1Cl | i | i
Cc1c(NC(=O)CCC(=O)N2CCCCC2)c(=O)n(-c2ccccc2)n1C | i | i
O=C(NCCCn1ccnc1)c1cn(Cc2ccc(F)cc2)nn1 | i | i
O=C(OCCNC(=O)c1ccc2ccccc2n1)c1cccnc1 | i | i

Structures listed so far shown as hits in CHT inh.
Molecule	CHT inh
CCN(CC)C(=S)SCC(=O)Nc1ccc(S(N)(=O)=O)cc1	-5.6*
O=c1[nH]ncc(N2CCCC2)c1Cl	-10*

New compounds follow:
Compound | CHT PAM | CHT inh
O=C1CC(Sc2ccc(Cl)cc2)C(=O)N1Cc1ccncc1 (stereo not given) | i | i
Cn1c(=O)c(=O)n(C)c2cc(N3CCCCC3)c(NS(=O)(=O)c3ccc([N+](=O)[O-])cc3)cc21 | 10* | i
CC(=O)Nc1ccc(NC(=O)C(C)Sc2n[nH]c(-c3ccc(C)cc3)n2)cc1 (stereo not given) | i | i
COc1ccccc1-c1nnc(SCC(=O)NC2CCCCC2)o1 | i | i
CN1CCN(C(=S)c2ccc(Cl)cc2)CC1 | i | i
CCN(CC)S(=O)(=O)c1cccc(C(=O)Nc2cccnc2)c1 | i | i
Cc1[nH]c(=S)c(C#N)c(-c2ccco2)c1C(=O)N(C)C | i | i
CCOc1ccc(S(=O)(=O)N2CCCC(C(=O)NC3CCCC3)C2)cc1 (stereo not given) | i | i
Cc1cc(NC(=O)Nc2ccc(C)c(C)c2)no1 | i | i
CS(=O)(=O)c1ccc2nc(NC(=O)c3cccc([N+](=O)[O-])c3)sc2c1 | i | i
Cc1ccc2nc(C)c(Cl)c(=O)n2c1 | i | i
O=C(O)CCCNc1ccc(S(=O)(=O)Nc2ccccc2C(=O)O)cc1C(=O)O | i | i
CCOC(=O)N1CCN(Cc2cn[nH]c2-c2ccc(-c3ccccc3)cc2)CC1 | i | i
O=[N+]([O-])c1cccc(-c2ccc(CN3CCN(c4ccccc4)CC3)o2)c1 | i | i
C#CCOCCOCCOCCNc1nc(N2CCN(C(=O)CCCCCCCCCCNC(=O)[C@@H]([C@H](C)O)n3cc(C)nn3)CC2)nc(N2CCN(C(=O)CCCCCCCCCCNC(=O)[C@@H]([C@H](C)O)n3cc(C)nn3)CC2)n1 | i | i
CN(CC(=O)Nc1ccccc1Br)C(=O)c1cccc(S(=O)(=O)NCc2ccccc2)c1 | i | i

Some of these compounds in order of SMILES length, smallest number first.
Compound | CHT PAM | CHT inh
CN1CCN(C(=S)c2ccc(Cl)cc2)CC1 | i | i
O=C1CC(Sc2ccc(Cl)cc2)C(=O)N1Cc1ccncc1 (stereo not given) | i | i
O=[N+]([O-])c1cccc(-c2ccc(CN3CCN(c4ccccc4)CC3)o2)c1 | i | i

Screening data: PubChem, Johns Hopkins Ion Channel Center
